Assay outcomes from PubChem BioAssay.
Myeloid diff MLP = compounds promoting myeloid differentiation; AID 624256; 1% of 360,000 active; ER-HoxA9 myeloid progenitors, lysozyme-GFP differentiation, flow cytometry; calls only at 10 µM;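 active means normalized GFP-positive differentiation at or above the plate's own cutoff, the solvent-only control mean plus 3 SD; inconclusive means no clear call, values can overlap the other calls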;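 further: cells exposed to compound for four days before flow analysis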
TNAP activation fold = human TNAP enzyme activators, primary screen, biochemical, luminescent, no phosphate acceptor, uHTS (AID 1001) | purified TNAP, luminescent activation assay, no phosphate acceptor; higher activation fold means a stronger effect | activation fold at 20 µM; hits with a dose series show EC50 in µM | 0.03% of 200,000 active; in the data active means activation fold from about 3, or a potency from the dose series; inactive means the rest, 99 in 100 with activation fold below about 1.6; further: many of its hits are not listed in these tables
Rac1 GTP hydrolysis = MgcRacGAP GTPase-activating activity inhibitors, confirmation, biochemical, ADP Hunter fluorescence; one-dose inhibition, % at 30 µM; IC50 in µM for titrated hits; 0.6% of 340,000 active; MgcRacGAP-stimulated Rac1 GTP hydrolysis, ADP Hunter fluorescence; higher % means a stronger effect; GST-tagged Rac1 F28L mutant substrate; AID 624330;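 active means first-screen hits whose inhibition reached a set limit at any dose in the follow-up dose series; inconclusive means inhibition above the set first-screen limit but never retested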;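 further: fluorescence reports GDP produced by GAP-driven GTP hydrolysis; strong numbers were not always called active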
NTR1 agonist = NTR1-driven beta-arrestin-GFP spot formation – imaging, U2OS cells, high content, primary screen (AID 493036); P30989; agonist mode; activation, % at 20 µM; 0.17% of 330,000 active;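 active means activation at or above 40% of the spot to cytoplasm intensity ratio, with at least 20 cells analyzed; inconclusive means wells under 20 cells, flagged as cytotoxic or low count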;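 further: 0% = DMSO without peptide and 100% = 100 nM NTR1 peptide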
Target sequence (P30989 whole entry, looked up): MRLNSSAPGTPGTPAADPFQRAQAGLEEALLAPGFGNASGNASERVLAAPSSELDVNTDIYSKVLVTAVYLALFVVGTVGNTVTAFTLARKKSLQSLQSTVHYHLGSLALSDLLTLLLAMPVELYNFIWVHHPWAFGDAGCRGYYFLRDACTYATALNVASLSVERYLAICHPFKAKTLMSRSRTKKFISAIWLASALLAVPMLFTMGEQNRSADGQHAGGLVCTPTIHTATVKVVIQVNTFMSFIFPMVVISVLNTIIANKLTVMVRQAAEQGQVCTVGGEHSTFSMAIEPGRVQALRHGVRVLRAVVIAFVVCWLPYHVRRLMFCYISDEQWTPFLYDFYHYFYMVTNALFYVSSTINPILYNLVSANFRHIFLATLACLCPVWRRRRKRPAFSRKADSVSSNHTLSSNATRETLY
UTI89 phage lysis = protection from phage-mediated lysis, alamar blue read-out – E. coli UTI89, K1F phage, bacterial capsule biogenesis inhibitors (AID 488966); 0.02% of 340,000 active; one-dose inhibition, % at 100 µM; IC50 in µM for titrated hits; E. coli UTI89 K1F phage lysis, alamar blue, 2 h; higher % means a stronger effect;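 active means phage lysis inhibition, versus mean bacterial control, above a set limit; inconclusive means no clear call, values can overlap the other calls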;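 further: capsule biogenesis inhibitors block K1F phage lysis so surviving cells raise fluorescence; higher fluorescence means more inhibition of phage lysis; actives were called in the ten point dose series up to 300 µM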
T cell HTS = T cell immune modulation candidate. 2C CD8+ T cell-vesicle binding, flow cytometry; active compounds read low. calls only at 7 µM. 0.068% of 330,000 active;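 active means response, share of CD8 T cells binding vesicles, and their 90th percentile fluorescence all below set limits, cut at about 80% in these data, passing the limit was not always enough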
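Assay system – 2C mouse CD8+ T cells · Also added – QL9-loaded Drosophila micro-vesicles · Timing – Cell–vesicle co-incubation 1.5 h at 37 °C, staining 20 min on ice · Signal – flow cytometry of vesicle-bound cells · Measure – percent CD8+ FL2 mean versus row control · Controls – Peptide-free naked vesicles (low) and QL9 vesicles with 0.7% DMSO vehicle (high)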
RSV CPE inhibition = inhibition of RSV-induced cytopathic effect – HEp-2 cells, primary 10 µM value included (AID 2391) | HEp-2 cells, RSV-induced CPE inhibition; higher % means a stronger effect | CPE inhibition, % at 10 µM; hits with a dose series show IC50 in µM | 0.13% of 310,000 active; in the data active means a potency from the dose series; inconclusive means CPE inhibition mostly from about 23% at the one dose, without a potency; inactive means the rest, 99 in 100 with CPE inhibition below about 21%; further: strong numbers were not always called active
SV40 large T antigen = SV40 large T antigen inhibitors, biochemical (AID 1903). SV40 large T antigen ATPase/helicase inhibition assay; higher % means a stronger effect. inhibition, % at 20 µM; hits with a dose series show IC50 in µM. 0.39% of 310,000 active; in the data active means a potency from the dose series; inconclusive means inhibition mostly from about 32% at the one dose, without a potency; inactive means the rest, 99 in 100 with inhibition below about 32%; further: strong numbers were not always called active
PhoP inhibition = inhibitors of PhoP regulon expression, primary screen, Salmonella Typhimurium, GFP reporter (AID 1863); inhibition, % at 50 µM, or IC50 in µM where a hit was titrated; S. Typhimurium PhoP-regulated promoter GFP reporter, 4 h; higher % means a stronger effect; 0.16% of 300,000 active;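 active means inhibition over 29.93%, a cutoff 3 SD above the screen mean, later confirmed by dose response; inconclusive means inhibition over 29.93% but no dose response follow-up; inactive means inhibition at most 29.93% or unconfirmed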;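 further: 0% = low Mg2+ inducing control and 100% = high Mg2+ repressing control; strong numbers were not always called active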
T cell HTS vesicle-bound % = recorded beside T cell HTS, whose call it bears; double positive events, %; measured here: CD8+ vesicle-bound cell fraction;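 binding gate set so that unloaded-vesicle control wells show 10% double positive cells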
NTR1 agonist cell count 20 µM = further read-out of NTR1 agonist, marked with its call; cell count; measured here: cell count, cytotoxicity flag
Myeloid diff MLP GFP+ MAC1+ % = second read-out of Myeloid diff MLP, no call of its own (marks repeat the call); GFP+ MAC1+ double positive, %; measured here: differentiation confirmed by MAC1 staining
The depositor's hits bear a star; [ ] = dose if it differs, or a comment. Outcome played no part in choosing rows; overall some 2.3% were active at least once.

`Cc1cccc(C(=O)Nc2sc3c(c2C(=O)O)CCCC3)c1` gave Myeloid diff MLP inactive, Rac1 GTP hydrolysis 21%, NTR1 agonist -0.1, UTI89 phage lysis 0.2%, T cell HTS inactive, RSV CPE inhibition 16%, SV40 large T antigen 8%, PhoP inhibition 4%, T cell HTS vesicle-bound % 52, NTR1 agonist cell count 20 µM 73 and Myeloid diff MLP GFP+ MAC1+ % 0.2.
For Cc1ccc(C)c2[nH]c(=O)c(CN(CCCN(C)C)C(=O)NCc3ccccc3)cc12 the results were Myeloid diff MLP inactive, TNAP activation fold 1, Rac1 GTP hydrolysis 12%, NTR1 agonist -0.1, UTI89 phage lysis 0.3%, T cell HTS inactive, RSV CPE inhibition -1.3%, SV40 large T antigen 8%, PhoP inhibition 6%, T cell HTS vesicle-bound % 54, NTR1 agonist cell count 20 µM 43 and Myeloid diff MLP GFP+ MAC1+ % 0.5.
Cn1c(N)c(N2CCCCC2)c(=O)n(CC(=O)Nc2cccc(C#N)c2)c1=O was read as Myeloid diff MLP inactive, Rac1 GTP hydrolysis -3%, NTR1 agonist -1.3, UTI89 phage lysis 7.3%, T cell HTS inactive, T cell HTS vesicle-bound % 14, NTR1 agonist cell count 20 µM 50 and Myeloid diff MLP GFP+ MAC1+ % 0.5.
Screening COc1ccccc1CC(NC(C)=O)C(=O)NC1CCN(C(=O)Nc2ccccc2C)CC1 (stereo not given) returned Myeloid diff MLP inactive, Rac1 GTP hydrolysis 7%, NTR1 agonist 6.4, UTI89 phage lysis 0.3%, T cell HTS inactive, RSV CPE inhibition 0.0%, SV40 large T antigen -2%, PhoP inhibition 2%, T cell HTS vesicle-bound % 43, NTR1 agonist cell count 20 µM 48 and Myeloid diff MLP GFP+ MAC1+ % 0.2.
For O=C(OCc1cccc([N+](=O)[O-])c1)c1cc(=O)[nH]c2ccccc12 the results were TNAP activation fold 1, NTR1 agonist -1.8, T cell HTS inactive, RSV CPE inhibition 2.9%, SV40 large T antigen -2%, PhoP inhibition 3%, T cell HTS vesicle-bound % 28 and NTR1 agonist cell count 20 µM 25.
CCOC(=O)c1cc(NC(=O)NC2CCCCC2)c(C)nc1C was read as Myeloid diff MLP inactive, Rac1 GTP hydrolysis 4%, NTR1 agonist -1.8, UTI89 phage lysis 0.6%, T cell HTS inactive, RSV CPE inhibition 4.7%, SV40 large T antigen 2%, PhoP inhibition 2%, T cell HTS vesicle-bound % 23, NTR1 agonist cell count 20 µM 37 and Myeloid diff MLP GFP+ MAC1+ % 1.1.
Screening C=CC[C@@H](CC(=O)N(CCO)Cc1ccccc1)C(=O)N[C@H](COC(=O)[C@@H](CC=C)CC(=O)OC(C)(C)C)Cc1ccccc1 returned Myeloid diff MLP inactive, Rac1 GTP hydrolysis 3%, NTR1 agonist 16, UTI89 phage lysis -0.5%, T cell HTS inactive, T cell HTS vesicle-bound % 10, NTR1 agonist cell count 20 µM 55 and Myeloid diff MLP GFP+ MAC1+ % 2.6.
For CCOC(=O)c1c(NC(=O)CN2C(=O)C(=O)N(CC(C)C)C2=O)sc(C)c1CC the results were Myeloid diff MLP inactive, Rac1 GTP hydrolysis 9%, NTR1 agonist 7.6, UTI89 phage lysis 1.3%[50 µM], T cell HTS inactive, RSV CPE inhibition -1.4%, SV40 large T antigen 5%, PhoP inhibition -2%, T cell HTS vesicle-bound % 37, NTR1 agonist cell count 20 µM 50 and Myeloid diff MLP GFP+ MAC1+ % 0.4.
CN1/C(=C/C(=S)NC(=O)C2CCC2)C(C)(C)c2ccccc21 was read as Myeloid diff MLP inactive, TNAP activation fold 0.7, Rac1 GTP hydrolysis 4%, NTR1 agonist -2.4, UTI89 phage lysis 0.4%, T cell HTS inactive, RSV CPE inhibition 3.4%, SV40 large T antigen 2%, PhoP inhibition 10%, T cell HTS vesicle-bound % 22, NTR1 agonist cell count 20 µM 72 and Myeloid diff MLP GFP+ MAC1+ % 3.5.
`CCCCCn1c(C(C)NC(=O)CCC)nc2ccccc21` (stereo not given) gave Myeloid diff MLP inactive, TNAP activation fold 1, Rac1 GTP hydrolysis -2%, NTR1 agonist 2.3, UTI89 phage lysis -0.4%, T cell HTS inactive, RSV CPE inhibition 0.4%, SV40 large T antigen 5%, PhoP inhibition 29%, T cell HTS vesicle-bound % 38, NTR1 agonist cell count 20 µM 73 and Myeloid diff MLP GFP+ MAC1+ % 2.5.
Cc1ccc(OCC(=O)NNC(=O)c2ccco2)c(C)c1 was read as Myeloid diff MLP inactive, Rac1 GTP hydrolysis 8%, NTR1 agonist -0.8, UTI89 phage lysis 1.4%[50 µM], T cell HTS inactive, RSV CPE inhibition 0.8%, SV40 large T antigen 2%, PhoP inhibition 3%, T cell HTS vesicle-bound % 59, NTR1 agonist cell count 20 µM 51 and Myeloid diff MLP GFP+ MAC1+ % 0.6.
Screening C=C[C@@H]1c2c(F)cccc2N(S(=O)(=O)c2ccc(C)cc2)[C@H](c2ccc(C(=O)OC)cc2)C1(C#N)C#N returned Myeloid diff MLP inactive, Rac1 GTP hydrolysis 0%, NTR1 agonist 0.3, UTI89 phage lysis 0.1%, T cell HTS inactive, RSV CPE inhibition 4.8%, T cell HTS vesicle-bound % 17, NTR1 agonist cell count 20 µM 72 and Myeloid diff MLP GFP+ MAC1+ % 1.2.
Screening O=C(CSc1ccc2nnc(-c3ccccn3)n2n1)Nc1ccc2c(c1)OCO2 returned Myeloid diff MLP inactive, TNAP activation fold 1.1, Rac1 GTP hydrolysis 15%, NTR1 agonist -1.0, UTI89 phage lysis 0.1%, T cell HTS inactive, RSV CPE inhibition -0.2%, SV40 large T antigen 1%, PhoP inhibition -4%, T cell HTS vesicle-bound % 38, NTR1 agonist cell count 20 µM 115 and Myeloid diff MLP GFP+ MAC1+ % 2.1.
For CC(=O)c1ccc(N2CCN(S(=O)(=O)c3cn(C)cn3)CC2)cc1 the results were Myeloid diff MLP inactive, Rac1 GTP hydrolysis -3%, NTR1 agonist -0.9, UTI89 phage lysis 0.4%, T cell HTS inactive, RSV CPE inhibition 0.3%, SV40 large T antigen 4%, PhoP inhibition -5%, T cell HTS vesicle-bound % 23, NTR1 agonist cell count 20 µM 55 and Myeloid diff MLP GFP+ MAC1+ % 3.8.
For COc1ccccc1-n1cnnc1SCC(=O)Nc1cccc(S(=O)(=O)N2CCCCC2)c1 the results were TNAP activation fold 1.1, NTR1 agonist 0.4, T cell HTS inactive, RSV CPE inhibition 11%, SV40 large T antigen 17%, PhoP inhibition -2%, T cell HTS vesicle-bound % 44 and NTR1 agonist cell count 20 µM 51.
COc1cc(C(=O)NCC(=O)N/N=C(/C)c2cccs2)cc(OC)c1OC was read as Myeloid diff MLP inactive, TNAP activation fold 1.2, Rac1 GTP hydrolysis 9%, NTR1 agonist -1.9, UTI89 phage lysis 1.3%[50 µM], T cell HTS inactive, RSV CPE inhibition 2.2%, SV40 large T antigen -1%, PhoP inhibition 14%, T cell HTS vesicle-bound % 35, NTR1 agonist cell count 20 µM 54 and Myeloid diff MLP GFP+ MAC1+ % 0.2.
For CC(=O)N/C(=C\c1ccccc1)C(=O)OCC(=O)Nc1ccc(C)c(S(=O)(=O)N(C)C)c1 the results were Myeloid diff MLP inactive, Rac1 GTP hydrolysis 5%, NTR1 agonist 3.4, UTI89 phage lysis 1.1%[50 µM], T cell HTS inactive, T cell HTS vesicle-bound % 45, NTR1 agonist cell count 20 µM 61 and Myeloid diff MLP GFP+ MAC1+ % 0.7.
For O=C(NCc1ccc(F)cc1)Nc1ccccc1 the results were Myeloid diff MLP inactive, Rac1 GTP hydrolysis 5%, NTR1 agonist 0.4, UTI89 phage lysis 0.1%[50 µM], T cell HTS inactive, RSV CPE inhibition 0.3%, SV40 large T antigen 9%, PhoP inhibition 4%, T cell HTS vesicle-bound % 2, NTR1 agonist cell count 20 µM 61 and Myeloid diff MLP GFP+ MAC1+ % 2.0.
For CCc1ccc(C2C(C#N)=C(N)N(N(C)C)C3=C2C(=O)CCC3)s1 (stereo not given) the results were Myeloid diff MLP inactive, TNAP activation fold 1.1, Rac1 GTP hydrolysis 8%, NTR1 agonist 1.3, UTI89 phage lysis 11%[50 µM], T cell HTS inactive, RSV CPE inhibition 3.1%, SV40 large T antigen 12%, PhoP inhibition -7%, T cell HTS vesicle-bound % 39, NTR1 agonist cell count 20 µM 51 and Myeloid diff MLP GFP+ MAC1+ % 0.5.
Screening O=C(/C=C/c1ccc(Cl)cc1)c1ccc([N+](=O)[O-])o1 returned Myeloid diff MLP inconclusive, Rac1 GTP hydrolysis 7%, NTR1 agonist 22, UTI89 phage lysis -1.7%, T cell HTS inactive, RSV CPE inhibition -3.9%, SV40 large T antigen 34%, T cell HTS vesicle-bound % 34 and NTR1 agonist cell count 20 µM 57.
Screening CC(C)CCN1CCN(Cc2cccc3cccnc23)CC1CCO (stereo not given) returned Myeloid diff MLP inactive, TNAP activation fold 1.1, Rac1 GTP hydrolysis 4%, NTR1 agonist 2.5, UTI89 phage lysis 2.2%, T cell HTS inactive, RSV CPE inhibition 1.0%, SV40 large T antigen -6%, PhoP inhibition 8%, T cell HTS vesicle-bound % 56, NTR1 agonist cell count 20 µM 49 and Myeloid diff MLP GFP+ MAC1+ % 0.0.
Screening CC(=O)Nc1ccc(NC(=O)c2c(C)nn(Cc3ccccc3Cl)c2C)cc1 returned Myeloid diff MLP inactive, Rac1 GTP hydrolysis -4%, NTR1 agonist 2.4, UTI89 phage lysis 0.0%, T cell HTS inactive, RSV CPE inhibition 1.1%, SV40 large T antigen -2%, PhoP inhibition 4%, T cell HTS vesicle-bound % 18, NTR1 agonist cell count 20 µM 38 and Myeloid diff MLP GFP+ MAC1+ % 0.6.
Screening CC(C)(C)OC(=O)NCCc1nnc(SCC(=O)c2ccc(Cl)cc2)o1 returned Myeloid diff MLP inactive, TNAP activation fold 1.1, Rac1 GTP hydrolysis 6%, NTR1 agonist -0.8, UTI89 phage lysis -0.2%, T cell HTS inactive, RSV CPE inhibition 9.4%, SV40 large T antigen 10%, PhoP inhibition -3%, T cell HTS vesicle-bound % 46, NTR1 agonist cell count 20 µM 81 and Myeloid diff MLP GFP+ MAC1+ % 1.9.
